Bioassay records (PubChem BioAssay)
LMNA splice mod = qHTS Assay for Modulators of Lamin A Splicing; HeLa LMNA splicing GFP/RFP minigene ratio, 48 h; Potency, µM (doses to about 46.1 µM), without a hit: top-dose ratio change, negative = inhibition, actives largely listed as inhibitors; 0.01% of 200,000 active; active = well fitted inhibition curve with a large enough effect in the signal ratio, with a control signal flat, not every such curve was filed as active; inconclusive = small, poorly fitted or top-dose-only effect, or effect the other way, or a change in a side signal; the % refers to the signal ratio; also: % is scaled to controls: 0 for no effect and ±100 for the full control effect
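Read-out is the ratio of GFP to DsRed2 object intensity, acquired by 488 nm laser-scanning cytometry on HeLa lamin A-EGFP minigene reporter cells. Compound incubation 48 hrs at 37 °C in Opti-MEM with 2% FBS; DMSO 0.5% final.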
Epigenetic reg = Quantitative High-Throughput Screen for Regulators of Epigenetic Control. Potency, µM (series often up to 53.9 µM), inactives show at the highest dose GFP activation, usual class: activators. 0.2% of 280,000 active. AID 1865, 2009. murine LDR cells, GFP reporter derepression, 30 h; active = well fitted activation curve with a large enough effect; inconclusive = small, poorly fitted or top-dose-only effect; also: % of control where 0% means no effect; nearly all actives have a fitted effect of over 60% in size
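In this reporter-derepression format, murine cells bearing a silenced integrated CMV-GFP locus incubate with test compound (30 h, 37 C), then are washed and imaged; fluorescent objects of 20–120 um count as induced cells.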
* marks the source's active call; other numbers are inactive results; ? = inconclusive; [ ] = dose if it differs, or a comment. Potency is read from the fitted curve at half-maximal effect. Some of the compounds tested; rates above refer to the full screens.

SMILES | LMNA splice mod | Epigenetic reg
CCOc1ccccc1N(C)C(=O)C1CCCN(c2ncnc3c2nc2n3CCCCC2)C1 (stereo not given) | 7.0%[46 µM] | -0.4%
O=C(COc1ccccc1)Nc1ccc2nc(SCCOc3ccccc3)sc2c1 | 16.9%[46 µM] | 1.6%
CCOc1ccccc1Nc1sc(C(=O)c2ccc(Cl)cc2)c(N)c1C(=O)NCCc1ccccc1 | 6.9%[46 µM] | -1.3%
COc1ccc(-n2ncc(C(=O)NCCN3CCOCC3)c2C2CCN(C(=O)OC(C)(C)C)CC2)cc1 | -6.6%[46 µM] | -1.3%
Cc1cc(F)ccc1NC(=O)c1ccc2nc(Cc3ccccc3)oc2c1 | 12.5%[46 µM] | 0.0%
CCOc1ccc(C2=C(C(=O)CC)Sc3nncn3N2C(=O)CC)cc1 | ? | -0.8%
COc1ccccc1CNC(=O)CN1C(=O)CSc2ccc(S(=O)(=O)N3CCCCC3)cc21 | -7.8%[46 µM] | -2.1%
CCOC(=O)c1c(S(=O)(=O)NCC(=O)N2CCN(c3ccccc3OC)CC2)c(C)n(C)c1C | -12.3%[46 µM] | -0.2%
Cc1nc2ccc(S(=O)(=O)N(CC(=O)Nc3cccc(F)c3)Cc3ccccc3)cc2s1 | 3.2%[46 µM] | 0.8%
Cn1c(=O)n(C/C=C/c2ccccc2)c(=O)c2c1nc1n2CCN1c1ccc(Cl)cc1 | 0.4%[46 µM] | 1.4%
O=C(C1CCCCC1)N(Cc1cccnc1)c1nc2ccc(F)cc2s1 | 8.3%[46 µM] | 1.3%
Cc1ccc(C)c(NC(=O)c2cc(S(=O)(=O)N3CCCc4ccccc43)ccc2F)c1 | 9.1%[46 µM] | 0.6%
Cc1c(C(=O)Nc2cccc(C(F)(F)F)c2)sc2nc[nH]c(=O)c12 | ? | 0.0%
COc1cccc(NC(=O)c2sc3nc4n(c(=O)c3c2C)CCC4)c1 | ? | 0.0%
CC1CCN(C(=O)CSc2nnc(NC(=O)Nc3ccccc3)s2)CC1 | -22.6%[46 µM] | 1.1%
O=C(Cn1c(-c2cccs2)cc2ccccc21)N1CCN(c2ccc(Cl)cc2)CC1 | ? | 1.2%
CCc1ccc(NC(=O)CCn2c(-c3ccc(OC)cc3)cc(C(C)=O)c2C)cc1 | ? | 0.0%
CSc1nnc2[nH]c(=O)cc(C)n12 | 8.4%[46 µM] | 0.0%
CCN(CC)S(=O)(=O)c1ccc2nc(NC(=O)c3cncc(Br)c3)sc2c1 | ? | -0.2%
O=C(Nc1cccc(C(=O)N2CCCCC2)c1)c1nsc2ccccc12 | -8.8%[46 µM] | -3.7%
Cc1ccc(NC(=O)CSc2nc3n[nH]c(C)c3c(=N)n2-c2ccccc2C)cc1C | 12.6%[46 µM] | -0.2%
COc1ccc(CCCc2nnc(SCC(=O)Nc3ccc(C)cc3)o2)cc1C | 1.0%[46 µM] | 2.1%
CCOC(=O)c1c(C)oc2ncnc(NCCCN3CCN(c4cc(C)ccc4C)CC3)c12 | ? | -1.3%
O=C(Nc1cc(Cl)cc(Cl)c1)c1ccc(F)c(S(=O)(=O)NCc2ccccc2Cl)c1 | ? | 5.4%
COCCCNC(=O)c1ccc(NC(=O)c2nsc3ccccc23)cc1 | ? | 2.2%
COc1cc(-c2nc(C(N)=O)c3c(n2)n(-c2cccc(C)c2)c(=O)n3C)cc(OC)c1OC | -2.2%[46 µM] | -0.6%
CCN(CC)CCNC(=O)c1sc2nc3n(c(=O)c2c1C)CCCCC3 | -10.2%[46 µM] | -1.2%
CC(=O)N1CCC2(CC1)OC(=O)C(C)=C2C(=O)Nc1cc(C)ccc1C | 13.1%[46 µM] | -0.2%
COc1ccc(Br)cc1C1CC(=O)Nc2c1c(C)nn2-c1nc(C)cc(C)n1 (stereo not given) | 4.8%[46 µM] | -1.6%
CCCNC(=O)CN1CCN(c2ncc(NC(=O)c3ccc(Cl)cc3)cc2C(=O)O)CC1 | -14.1%[46 µM] | -1.3%
COc1ccc(Cn2c(CNC(=O)c3ccc(N(C)C)cc3)nc3cccnc32)cc1 | ? | 0.0%
Cc1ccc(S(=O)(=O)Nc2ccc3[nH]c(=O)sc3c2)cc1C | 21.5%[46 µM] | 3.4%
CCCOc1ccc(C2C(=O)N(C3CCCCCC3)CC(=O)N2CCCOCC)cc1OC (stereo not given) | ? | 3.6%
Cn1c(=O)oc2cc(S(=O)(=O)Nc3ccc(O)cc3)ccc21 | 12.2%[46 µM] | -1.1%
Cc1c(C(=O)Nc2ccc(C(=O)O)cc2)nnn1-c1ccccc1 | 7.5%[46 µM] | -1.1%
COc1ccc(CCNC(=O)C(=O)NCC(c2ccco2)S(=O)(=O)c2cccs2)cc1OC (stereo not given) | 18.8%[46 µM] | 2.5%
Cc1cccc(CSc2nc3c(c(=O)[nH]2)C(c2cccc(O)c2)CC(=O)N3)c1 (stereo not given) | -0.7%[46 µM] | -2.4%
Cc1ccc(NC(=O)c2c(C)oc3nc(C)nc(N4CCCC4)c23)c(C)c1 | -13.3%[46 µM] | -0.4%
CC(=O)c1cccc(N2C(=O)CN(S(C)(=O)=O)CC2(C)C(=O)NC2CCCC2)c1 (stereo not given) | ? | -1.2%
CN(C)CCN(Cc1ccco1)C(=O)c1oc2ccccc2c1NC(=O)c1cccc(F)c1 | ? | -1.3%
Cc1cc2c(cc1S(=O)(=O)NCc1ccccc1Cl)OCC(=O)N2 | 12.7%[46 µM] | 0.0%
CCc1ccccc1N(C)C(=O)C1CCCN(c2ncnc3c2nc2n3CCCCC2)C1 (stereo not given) | 5.6%[46 µM] | 0.0%
Cc1nn2c(C)c(C(=O)N3CCN(c4ccccc4)CC3)cnc2c1-c1ccccc1 | -15.0%[46 µM] | 0.8%
CCOC(=O)N1CCN(Cc2nc3cc(NC(=O)c4ccc(OC)cc4)ccc3n2C(C)C)CC1 | ? | 2.7%
CCc1ccc(CNC(=O)c2ccc(CS(=O)(=O)Cc3cccc(C)c3)o2)cc1 | 2.1%[46 µM] | 3.5%
COc1ccc(Cn2c(CO)cnc2SCc2ccccc2C)cc1 | 16.3%[46 µM] | 1.1%
CCCCc1nn2c(=O)cc(COC(=O)c3ccc4c(c3)OCO4)nc2s1 | -3.7%[46 µM] | 0.8%
COCCN(CCOC)C(=O)c1cc2c(=O)n3ccccc3nc2n1C | ? | 1.4%
CCOc1ccc(C2CC(=O)NC(NC(=O)c3cccc(Cl)c3)=N2)cc1 (stereo not given) | 9.5%[46 µM] | 0.0%
O=C(Nc1nnc(S(=O)(=O)N2CCCCC2)s1)c1ccc(Cl)cc1 | 6.0%[46 µM] | 0.0%
CCCN(C(=O)c1sc2nc3n(c(=O)c2c1C)CCCC3)c1ccccc1C | ? | 1.4%
Cc1ccc(CNC(=O)C2CCN(c3ncnc4c3nc3n4CCCCC3)CC2)cc1 | 9.9%[46 µM] | -1.2%
COc1ccccc1CN(Cc1ccco1)c1cnc(S(C)(=O)=O)nc1C(=O)Nc1cc(C)ccc1C | -8.9%[46 µM] | -1.6%
CN1CCN(C(CNC(=O)C(=O)Nc2ccccc2C#N)c2ccc3c(c2)OCO3)CC1 (stereo not given) | ? | 1.4%
O=c1c(=O)n(Cc2c(F)cccc2Cl)ccn1Cc1ccccc1 | ? | 0.8%
Cc1cccc(Cn2c(SCc3ccc(C(=O)NCc4cccs4)cc3)nc3cccnc32)c1 | ? | -0.2%
O=C(NCc1ccccc1Cl)c1ccc2nc(Cc3ccccc3)oc2c1 | -13.7%[46 µM] | 1.7%
CCOCCn1ccc2c(OCC(=O)Nc3cc(C)cc(C)c3)cccc2c1=O | ? | 4.2%
COc1ccccc1NC(=O)CSc1nc2ccccc2c2nc(-c3ccccc3)nn12 | 0.7%[46 µM] | 2.1%
COc1ccc(CNC(=O)Cn2nc(C)c3nn(-c4ccc(Cl)cc4)c(C)c3c2=O)cc1 | ? | -1.2%
Next section.
SMILES | LMNA splice mod | Epigenetic reg
CC(NC(=O)c1ccc2nc(CCc3ccccc3)oc2c1)c1ccccc1 (stereo not given) | ? | -0.6%
Cc1cc(O)c(C(c2cccc(F)c2)N2CCC(C)CC2)c(=O)n1Cc1ccco1 (stereo not given) | ? | -3.0%
Cc1ccc(C)c(NC(=O)c2cc(S(=O)(=O)N3CCCCCC3)ccc2F)c1 | -2.6%[46 µM] | 7.6%
CCOc1ccccc1Oc1ncnc2c1oc1ccccc12 | ? | -1.3%
COc1cccc(Cc2nc3ccccc3nc2SCC(=O)N2CCc3ccccc32)c1 | 12.7%[46 µM] | -1.2%
CC(=O)c1cccc(NC(=O)C(C)n2c(=O)cc(C)c3c(C)nn(-c4ccccc4)c32)c1 (stereo not given) | 4.8%[46 µM] | 10.3%
CCOc1ccc(CCNC(=O)c2ccc(CS(=O)(=O)Cc3ccccc3Cl)o2)cc1OCC | ? | -2.0%
CC(C)c1nn2c(=O)cc(COC(=O)CNC(=O)c3ccccc3)nc2s1 | -11.5%[46 µM] | -2.2%
COc1ccccc1CNC(=O)c1cnn2c(C)c(Cc3ccc(F)cc3)c(C)nc12 | -2.1%[46 µM] | 4.7%
O=C(CSc1ncccc1C(=O)Oc1ccccc1Cl)Nc1ccccc1Cl | ? | ?
Cc1c(Cl)cccc1NC(=O)CSc1nc(=O)n(CCN2CCOCC2)c2c1CCC2 | ? | -0.2%
COC(=O)c1c(-c2ccccc2)c(-c2ccccc2)nn(C)c1=O | ? | 0.0%
CC(=O)c1ccc(NS(=O)(=O)c2cc(-c3cnc(C4CC4)o3)ccc2C)cc1 | 0.9%[46 µM] | -0.2%
CCC1CN(C(=O)NCc2ccc(C)cc2)c2cc(C)ccc2O1 (stereo not given) | -8.3%[46 µM] | 0.0%
CCc1ccccc1NC(=O)CSc1nnc(-c2nonc2NC(C)=O)n1C | 21.1%[46 µM] | -2.2%
CCCCc1nn2c(=O)cc(COC(=O)COc3ccc(C)cc3)nc2s1 | 17.0%[46 µM] | 0.0%
Cc1ccc(-c2cc(C(=O)N3CCN(c4ccccc4)CC3)c3ccccc3n2)cc1C | ? | 0.4%
COc1ccc(NC(=O)CSc2n[nH]c(-c3ccccc3)n2)cc1Cl | 7.8%[46 µM] | -2.7%
COc1cc(C(=O)N2CCC(c3nc4ccccc4s3)CC2)cc(OC)c1OC | -5.9%[46 µM] | -2.2%
Cc1ccc(CNC(=O)Cn2ccn(-c3cccc(Cl)c3)c(=O)c2=O)cc1 | ? | 0.0%

Random excerpt: 4 compounds from above
SMILES | LMNA splice mod | Epigenetic reg
Cc1ccc(C)c(NC(=O)c2cc(S(=O)(=O)N3CCCCCC3)ccc2F)c1 | -2.6%[46 µM] | 7.6%
CCc1ccccc1NC(=O)CSc1nnc(-c2nonc2NC(C)=O)n1C | 21.1%[46 µM] | -2.2%
CCCCc1nn2c(=O)cc(COC(=O)COc3ccc(C)cc3)nc2s1 | 17.0%[46 µM] | 0.0%
Cc1ccc(-c2cc(C(=O)N3CCN(c4ccccc4)CC3)c3ccccc3n2)cc1C | ? | 0.4%

(further entries)
SMILES | LMNA splice mod | Epigenetic reg
O=C(CSCc1ccc(F)cc1)N1CCN(c2ccc(Cl)cc2)CC1 | -12.6%[46 µM] | 4.1%
Cc1ccc(-c2nc3c4ccccc4n(CC(=O)NCc4ccc(F)cc4)c(=O)n3n2)cc1 | ? | 3.6%
CCOc1ccc(-c2nn(CC(=O)NC3CCCC3)c3c2cnc2ccc(F)cc23)cc1 | -4.4%[46 µM] | 0.0%
Cc1ccc(C)c(NC(=O)Cn2cc(S(=O)(=O)N3CCCC3)c(S(=O)(=O)N3CCCC3)c2)c1 | 1.5%[46 µM] | -0.4%
Fc1ccc(N2CCN(c3ncnc4[nH]ncc34)CC2)cc1 | ? | 3.5%
CCOC(=O)c1cc(-c2ccccc2)n(CC(=O)Nc2ccccc2OCC)c1C | ? | 1.1%
Cc1cc(-c2nc3ncccc3o2)ccc1NC(=O)COc1ccccc1C | ? | 0.0%
COc1ccc(CNC(=O)CCc2c(C)nn(-c3ccc(N4CCCC4)nn3)c2C)cc1 | 6.6%[46 µM] | 1.5%
CCOC(=O)c1[nH]c(C)c(CCC(=O)NCc2ccc(OC(C)C)cc2)c1C | -28.1%[46 µM] | -5.2%
O=C1CCSC2(C(=O)N(Cc3ccc(F)cc3)c3ccccc32)N1c1cccc(F)c1 (stereo not given) | -3.1%[46 µM] | -1.3%
Cc1cc(C)cc(NC(=O)C(Cc2ccccc2)N2Cc3ccccc3C2=O)c1 (stereo not given) | -1.7%[46 µM] | 0.0%
CC1=C(c2ccc(C)cc2)S(=O)(=O)N(Cc2ccc(C(=O)NCc3ccccc3F)cc2)C1=O | 9.6%[46 µM] | 0.4%

Individual results from the entries so far.
Epigenetic reg with Fc1ccc(N2CCN(c3ncnc4[nH]ncc34)CC2)cc1 : 3.5%
Epigenetic reg with CC1=C(c2ccc(C)cc2)S(=O)(=O)N(Cc2ccc(C(=O)NCc3ccccc3F)cc2)C1=O : 0.4%

Ordered by value in Epigenetic reg (highest first): 3 of the compounds above
SMILES | LMNA splice mod | Epigenetic reg
Fc1ccc(N2CCN(c3ncnc4[nH]ncc34)CC2)cc1 | ? | 3.5%
COc1ccc(CNC(=O)CCc2c(C)nn(-c3ccc(N4CCCC4)nn3)c2C)cc1 | 6.6%[46 µM] | 1.5%
O=C1CCSC2(C(=O)N(Cc3ccc(F)cc3)c3ccccc32)N1c1cccc(F)c1 (stereo not given) | -3.1%[46 µM] | -1.3%
